Compound activity (PubChem BioAssay)
ALOX12 inh: blocks human arachidonate 12S-lipoxygenase; Potency, µM (top dose mostly 108 µM), without a hit: top-dose activity change, negative = inhibition, usual class: inhibitors; P18054; AID 1671190; actives 1.1% (n = 580,000); purified 12hLO, xylenol orange hydroperoxide absorbance; active means well fitted inhibition curve with a large enough effect; inconclusive means small, poorly fitted or top-dose-only effect, or another doubt; inactive means no such curve, though single readings can be large or run the other way
Target sequence (P18054 whole entry, looked up): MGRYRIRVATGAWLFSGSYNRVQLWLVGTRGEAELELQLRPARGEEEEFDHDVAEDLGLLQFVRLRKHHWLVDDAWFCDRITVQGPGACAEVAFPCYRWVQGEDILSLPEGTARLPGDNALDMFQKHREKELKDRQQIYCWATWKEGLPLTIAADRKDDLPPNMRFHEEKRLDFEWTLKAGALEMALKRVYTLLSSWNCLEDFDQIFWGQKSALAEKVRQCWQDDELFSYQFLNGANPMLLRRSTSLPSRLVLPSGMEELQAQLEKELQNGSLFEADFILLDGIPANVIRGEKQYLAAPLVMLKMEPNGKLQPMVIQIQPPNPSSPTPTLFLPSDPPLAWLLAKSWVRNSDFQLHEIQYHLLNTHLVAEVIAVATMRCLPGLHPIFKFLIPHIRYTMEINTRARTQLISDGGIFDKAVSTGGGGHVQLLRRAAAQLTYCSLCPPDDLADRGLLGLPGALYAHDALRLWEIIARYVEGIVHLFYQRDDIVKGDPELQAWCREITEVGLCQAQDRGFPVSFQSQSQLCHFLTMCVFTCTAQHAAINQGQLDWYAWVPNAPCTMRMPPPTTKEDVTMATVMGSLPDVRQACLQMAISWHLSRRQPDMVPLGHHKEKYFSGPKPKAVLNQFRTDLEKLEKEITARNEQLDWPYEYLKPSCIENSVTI
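Purified human 12hLO (150 nM final) in 25 mM Hepes, 0.01% Triton X-100, pH 7.0 was preincubated 15 min at room temperature with compound. Then 40 uM arachidonic acid was added, 30 min. Hydroperoxide was read by Fe-XO absorbance ratio 573/405 nm.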
Numbers without * were called inactive; u = inconclusive; & = joins results of further samples; [ ] = another dose, or the depositor's remark. On the % scale 0 is the no-effect control and ±100 the full control effect; potency means the concentration at half of the fitted maximal effect. Not all compounds are listed (hit frequency here may not be typical).

SMILES | ALOX12 inh
Cc1cc2nc3n(c(=O)c2n1CC(=O)NCc1ccc(Cl)cc1)CCCCC3 | 11%
COc1ccc(-c2nc3ccccc3o2)cc1NC(=O)c1ccc(Cl)cc1 | 43%[activator]
COc1ccc(NC(=O)c2ccc3c(c2)NC(C)(COCC2CC2)CO3)cc1OC (stereo not drawn) | -8%[176 µM]
C=C(C)Cn1c(-n2nc(C)cc2C)nc2c1c(=O)n(C)c(=O)n2C | 2%
O=C1[C@@H]2C[C@@H](CN2C2COC2)Oc2ccccc2N1Cc1ccccn1 | 36%[activator][176 µM]
CCCc1cc(NCCN(C)C)n2nc(C)c(-c3ccccc3)c2n1 | 17%
C=CCSc1nnc(NC(=O)c2cc(=O)c3cc(CC)ccc3o2)s1 | 14%
O=[S+]([O-])(c1cccs1)N1CCCC2(CC(Cc3ccccc3)=NO2)C1 (stereo not drawn) | -2%
c1ccc(-c2ccccc2C2Cc3nnccc3CN2)cc1 (stereo not drawn) | -7%
C[C@H](O)c1onc(-c2ccccc2)c1C(=O)N1CCCCC1 | -16%[176 µM]
COc1cccc(OC)c1C(=O)NCCNc1nc2cc(C)cc(C)c2cc1C#N | -7%
O=C(C1CCN(c2cnc3nccnc3c2)CC1)N1CCCCCC1 | -4%
CC1=C[C@@H](CNC(=O)COCC(=O)O)[C@H](C(C)C)C[C@H]1Cc1nc2ccc(C)cc2[nH]1 | 14%[176 µM]
CC(C)c1ccc(NC(=O)CN2C(=O)C(c3ccccc3)=NC2(C)C)cc1 | 5%
O=C(N[C@H]1C[C@H]2C(=O)NC[C@@H](CCC(=O)N3CCCCC3)N2C1)c1ccco1 | u
CCn1c(N2CCC(C(=O)Nc3ccc(C(C)C)cc3)CC2)cc(=O)n(C)c1=O | u
COc1cccc(S(=O)(=O)N2CCC(Cc3nncn3C)C2)c1 (stereo not drawn) | 28%
COC(=O)CNC(=O)N1CCC(OC2CCN(S(C)(=O)=O)CC2)CC1 | 9%
Cc1cccc(-c2noc([C@@H]3Cc4nc[nH]c4CN3C(=O)NC3CCCCC3)n2)c1 | 13µM*
COCCNC(=O)CN1C(=O)NC(c2ccccc2OC)C2=C1COC2=O (stereo not drawn) | 36%[activator]
Cc1cc(NC(=O)c2nn(C)c(=O)c3ccccc23)ccc1Br | -8%
CC(=O)Nc1ccc(CN(C)c2c(C)nc3ccc(C(=O)Nc4ccc(Cl)c(Cl)c4)cn23)cc1 | 15%
O=C(OC1CC2CC1[C@H]1CCCCN1C2=O)N1CCC(c2ccccc2)CC1 (stereo partly drawn) | 7%
CCC1CN(Cc2ccc(COC)o2)Cc2cc(OC)ccc2O1 (stereo not drawn) | 0%
O=C(CCc1ccccc1)Nc1ccc([C@@H](O)[C@H]2COCC(=O)N2Cc2ccncc2)cc1 | 67%[activator]

(more compounds)
SMILES | ALOX12 inh
O=C(NCC1OCCc2ccccc21)c1ccc(Cl)cc1 (stereo not drawn) | 12%
O=C(NC1CCCC1)C1CCCN(C(=O)c2ccc3cc[nH]c3c2)C1 (stereo not drawn) | u
CC(=O)Nc1ccc(S(=O)(=O)Nc2nc3ccccc3nc2Nc2cccc(Cl)c2)cc1 | 16µM*
O=C(NCCC1CCN(C(=O)Nc2ccccc2F)CC1)C1CC1 | 19%
N#C/C(=C\c1ccc([N+](=O)[O-])o1)C(=O)NC1CCCCC1 | 16µM*
CNC(=O)C1CCN(C(=O)C2CN(c3ccc(OC)cc3)C(=O)N2)C1 (stereo not drawn) | 38%&10%[176 µM]
CCOC(=O)CCNC(=O)N1CCC(Cc2noc(-c3ccncc3)n2)C1 (stereo not drawn) | 56%[activator]
COc1ccc(Cc2nnc(SC(C)c3nc4ccccc4c(=O)[nH]3)n2N)cc1 (stereo not drawn) | u
O=C(CCc1ccsc1)NC1CCN(Cc2cccc(C(F)(F)F)c2)CC1 | -19%
CCc1cc(=O)n(CC(=O)N2CCN(c3ccccc3OC)CC2)c(-c2ccccc2)n1 | -3%
Cc1noc(C)c1COc1ccc(C(=O)N[C@@H]2CN(C(=O)NC(C)C)CCC[C@H]2O)cc1 | 4%
CN(C(=O)COC(=O)Cc1n[nH]c(=O)c2ccccc12)C1(C#N)CCCCC1 | 1%
CN(Cc1ccc(C(=O)NCC(F)(F)F)cc1)C(=O)c1cc(C2CC2)nc2ccccc12 | 79%[activator]
CCOC(=O)C1=C(C(=O)OCC)C2N(Cc3ccc(Br)cc3)c3ccccc3[C@@]23C[C@@H](C(=O)OC)N(S(=O)(=O)c2cccs2)C3=N1 (stereo partly drawn) | -1%
COCCn1c(C)cnc1CC1CCCN(C(=O)c2ccnn2C)C1 (stereo not drawn) | 6%
COc1ccc(S(=O)(=O)Nc2nc3ccccc3nc2Nc2ccc(C(=O)O)cc2)cc1 | 65%[activator]
CN(C)c1cccc(Oc2nnnn2[C@H]2CO[C@H]3[C@@H]2OC[C@@H]3NC(=O)Nc2cccc3ccccc23)c1 | 0%
O=C(COc1ccccc1Cl)c1ccc(Br)cc1 | -9%
CCn1c(SCC(=O)N(C)CCOc2ccc(Br)cc2)nnc1C1CC1 | 26%
CC(C)=CCN1Cc2ccccc2NC(=O)C12CCNC2 (stereo not drawn) | u
N#Cc1cccnc1N1CCC(NC(=O)c2ccc3cccc(F)c3n2)CC1 | 11%
CCN1CCN(CC(=O)c2c(C)[nH]c3ccccc23)CC1 | 49%[activator]
O=C(NCc1ccncc1)c1cc(C2CC2)nc2c1c(C1CCCN1)nn2-c1ccccc1 (stereo not drawn) | u
COc1ccc(C(=O)/C(=C/c2ccco2)c2nc3ccccc3o2)cc1 | 14µM*
Cc1cc2nc(CN(C)C(=O)C3CCC(=O)N(C4CCCC4)C3)[nH]c2cc1C (stereo not drawn) | 18%

Entries shown so far that contain a thiophene ring, fused or not, in the order listed:
SMILES | ALOX12 inh
O=[S+]([O-])(c1cccs1)N1CCCC2(CC(Cc3ccccc3)=NO2)C1 (stereo not drawn) | -2%
O=C(CCc1ccsc1)NC1CCN(Cc2cccc(C(F)(F)F)c2)CC1 | -19%
CCOC(=O)C1=C(C(=O)OCC)C2N(Cc3ccc(Br)cc3)c3ccccc3[C@@]23C[C@@H](C(=O)OC)N(S(=O)(=O)c2cccs2)C3=N1 (stereo partly drawn) | -1%

(list continues)
SMILES | ALOX12 inh
CCC(=O)N1Cc2ccccc2CC2(CCN(Cc3ccc(OC)cc3)C2)C1 (stereo not drawn) | u
Cc1ccc(CC(=O)NC(C)c2ccccn2)cc1C (stereo not drawn) | 33%[activator]
COc1ccc(C2(C(=O)N3CCN(C(=O)N4CC5CC(C4)[C@H]4CCCC(=O)N4C5)CC3)CC2)cc1 (stereo partly drawn) | 14%
CC[C@@]1(O)CCN(C(=O)c2cccc(OCc3cccc(F)c3)c2)C[C@H]1O | 37%[activator]
CCN1C(=O)[C@H]2[C@@H](c3ccc(OC)cc3)N[C@]3(CCCN(Cc4ccc(Cl)cc4)C3=O)[C@H]2C1=O | -23%
Fc1ccc(CN2CCc3ccccc3C2)c(Cl)c1 | -15%
CC(C)CCCCCCCCc1cccc(O)c1C(=O)O | u
CCc1ccc(CNC(=O)CN2C(=O)NC3(CCOCC3)C2=O)cc1 | 21%
O=C1NC(c2ccccc2)(c2ccccc2)C(=O)N1Cc1coc(-c2cccs2)n1 | 0%
CC(C)C(NC(=O)c1ccccn1)C(=O)O (stereo not drawn) | 8%
COc1cccc2c1OCCCN(C(=O)C1COc3ccccc3C1)C2 (stereo not drawn) | 31%[activator]
CCOc1ccccc1NC(=O)N1CCc2nc(OCCOC)ccc2C1 | 18%
O=C([C@H]1C[C@H](Oc2ccccc2)CN1C(=O)Cc1cccc(F)c1)N1CCOCC1 | 27%
O=C(Nc1ccc(F)c(Cl)c1)C1CCCN(c2ncnc3nc[nH]c23)C1 (stereo not drawn) | -3%
COc1cc(C)cc2oc(=O)c(CC(=O)Nc3nc(CC(=O)O)cs3)c(C)c12 | -3%
O=C(NCCc1noc(C2CC2)n1)C1CCC1 | -5%
CN(Cc1ccccc1)C(=O)c1cnc2c(c1)N(C(=O)CCc1ccccc1)CCC2 | -27%[176 µM]
CN1CCc2c([nH]c3ccccc23)C12CCN(C(=O)Cc1cccnc1)CC2 | 63%[activator]
CCOC(=O)c1ccc(Oc2coc3cc(OCc4ccc(C)cc4)ccc3c2=O)cc1 | -9%
Cn1ccc(NC(=O)CCc2ncc(-c3ccc(Cl)cc3)o2)n1 | 34%[activator]
CC1=C(C(=O)N2CCOCC2)CC(CC(=O)NCC2CCCCC2)C(=O)N1Cc1ccc(F)cc1 (stereo not drawn) | 1%
CN(C)CCCNCc1ccccc1 | u
CC(C)Oc1ccccc1CN1CCC2(CC1)CC(O)CCO2 (stereo not drawn) | 19%
C=Cc1ccc(Cn2c(=O)c(-c3noc(C)n3)c3n(c2=O)CCCCC3)cc1 | u
COc1ccc(C2(C(=O)NC3CCc4n[nH]c(=O)n4CC3)CC2)cc1 (stereo not drawn) | -5%

(further entries)
SMILES | ALOX12 inh
OC(c1cccc(Cl)c1)c1nc(/C=C/c2ccccc2)cs1 (stereo not drawn) | -27%
O=C(C1=NO[C@@H]2CN(c3ccc(F)c(Cl)c3)C[C@H]12)N1CCOCC1 | -4%[176 µM]
O=C(NCCc1ccncc1)C1CN(C(=O)c2ccc(F)cc2)CC12CCOCC2 (stereo not drawn) | 41%[activator]
CCCCn1c(=O)n(Cc2ccccc2F)c(=O)c2[nH]c(Cc3ccc(NC(C)=O)cc3)nc21 | u
CN(C)CCN(C/C=C/c1ccccc1)C/C=C/c1ccccc1 | u
COC(=O)C(C)(C)NC(=O)CNC(=O)OCc1ccccc1 | 1%
COc1cccc(NC(=O)c2ccc3c(c2)NC(C)(COc2ccccc2)CO3)c1 (stereo not drawn) | -2%[176 µM]
CC(C)(C)C(=O)N1CCn2c(nnc2-c2ccccc2)C1 | -5%[176 µM]
C=CCOc1cccc(NC(=O)c2ccccc2C)c1 | 9%
O=C(c1ccc2c(c1)CCN2S(=O)(=O)c1ccc(Br)cc1)N1CCCC1 | u
Cc1cc2nc3n(c(=O)c2n1CC(=O)Nc1ccccc1F)CCCC3 | 29%
Cc1cc(C)n(CC(=O)Nc2ccc(C(=O)N3CCN(c4ccccc4)CC3)cc2)c(=O)c1C#N | -10%
CC(C)C1Cc2[nH][nH]c(=O)c2C(c2ccc(Cl)cc2)O1 (stereo not drawn) | -3%
O=C1NCCCCCN(C(=O)Cc2cccc(F)c2)[C@@H]2CCCC[C@H]12 | 48%[activator]
O=C(NC1CCN(c2cc(-c3ccccc3)[nH]n2)CC1)c1cnccn1 | 51%[activator]
Cc1oc(-c2cccs2)nc1CC(=O)NC(C)C12CC3CC(CC(C3)C1)C2 (stereo not drawn) | -4%
COc1ccc(C(=O)Nc2ccc([C@H]3OCC(=O)N(Cc4nccn4C)[C@@H]3CO)cc2)cc1 | 6%
O=C(COC(=O)c1cccc(S(=O)(=O)N2CCCCC2)c1)NCc1ccc2c(c1)OCO2 | 1%
Cn1c(=O)[nH]cc(CC(=O)N2CCCC(c3cccc(C(=O)O)c3)C2)c1=O (stereo not drawn) | 10%
COCCNC(=O)C1CCCN(Cc2ccc(-c3ccccc3)cc2)CC1 (stereo not drawn) | u
NC(=O)c1ncn([C@@H]2O[C@H](CO)[C@@H](O)[C@@H]2O)c1O | u
O=C(Nc1cccc(Cl)c1)c1csc(COCCO)n1 | 15%
COc1ccccc1N1CCN(C(=O)CCn2ccc(=O)[nH]c2=O)CC1=O | u
CCCNC(=O)C1(C)CCN(C(=O)C(c2ccccc2)c2ccccc2)C1 (stereo not drawn) | -6%
O=C(Nc1cccc(-c2ccc(N3CCOCC3)nn2)c1)Nc1ccc(F)cc1F | 21%

Remaining list, next part.
SMILES | ALOX12 inh
Cc1cc(=O)cc(C(=O)NC2CC(c3cc(=O)[nH]c(C4CC4)n3)C2)o1 (stereo not drawn) | -3%
COc1cccc(-c2[nH]nc3c2C(c2ccc(OC)c(OC)c2OC)C(C#N)=C(N)O3)c1 (stereo not drawn) | -15%
Fc1cccc(-c2cn[nH]c2C2CCNCC2)c1 | -2%
CCc1c(C)sc(NC(=O)c2ccc(Cl)cc2Cl)c1C#N | u
O=C(Nc1cccc(C(F)(F)F)c1)c1nc2c(o1)CCN(CC1CC1)CC2 | 3%[176 µM]
CCCNC(=O)C1(C)CCCN(C(=O)c2ccc3ccccc3c2)C1 (stereo not drawn) | -33%
CC1(C)[C@H](Cc2cc(COc3ccccc3)on2)C[C@@H]1NC(=O)c1cccs1 | u
CN(C)c1ccc(NC(=O)CSc2ccc(F)cc2)cc1 | u
CCC(C)NC(=O)Nc1ccc(-c2noc(-c3ccncc3)n2)cc1 (stereo not drawn) | 0%
COCCN(Cc1cccs1)C(=O)CN1CC2CC(C1)[C@H]1CCCC(=O)N1C2 (stereo partly drawn) | 11%

Among those listed so far, 5 have bromine:
SMILES | ALOX12 inh
Cc1cc(NC(=O)c2nn(C)c(=O)c3ccccc23)ccc1Br | -8%
CCOC(=O)C1=C(C(=O)OCC)C2N(Cc3ccc(Br)cc3)c3ccccc3[C@@]23C[C@@H](C(=O)OC)N(S(=O)(=O)c2cccs2)C3=N1 (stereo partly drawn) | -1%
O=C(COc1ccccc1Cl)c1ccc(Br)cc1 | -9%
CCn1c(SCC(=O)N(C)CCOc2ccc(Br)cc2)nnc1C1CC1 | 26%
O=C(c1ccc2c(c1)CCN2S(=O)(=O)c1ccc(Br)cc1)N1CCCC1 | u

Entries listed so far that bear a hit mark in ALOX12 inh.
SMILES | ALOX12 inh
Cc1cccc(-c2noc([C@@H]3Cc4nc[nH]c4CN3C(=O)NC3CCCCC3)n2)c1 | 13µM*
CC(=O)Nc1ccc(S(=O)(=O)Nc2nc3ccccc3nc2Nc2cccc(Cl)c2)cc1 | 16µM*
N#C/C(=C\c1ccc([N+](=O)[O-])o1)C(=O)NC1CCCCC1 | 16µM*
COc1ccc(C(=O)/C(=C/c2ccco2)c2nc3ccccc3o2)cc1 | 14µM*
